Assay outcomes deposited in PubChem BioAssay by National Center for Advancing Translational Sciences (NCATS).
AmpC inh no detg = blocks E. coli AmpC beta-lactamase in detergent-free assay | P00811 | AmpC nitrocefin hydrolysis, absorbance 480 nm, 0.0001% Triton | Potency, µM (series often up to 57.1 µM), for inactives: at the top dose activity change, negative = inhibition, hits mostly inhibitors | 330,000 tested, 0.52% active;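 further: potency means the concentration at half of the fitted maximal effect; plate controls were no compound for no effect and no enzyme for full effect; nearly all actives have a fitted effect of over 20% in size; some results filed as inactive show a strong effect at the top dose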
Target sequence (P00811 whole entry, looked up): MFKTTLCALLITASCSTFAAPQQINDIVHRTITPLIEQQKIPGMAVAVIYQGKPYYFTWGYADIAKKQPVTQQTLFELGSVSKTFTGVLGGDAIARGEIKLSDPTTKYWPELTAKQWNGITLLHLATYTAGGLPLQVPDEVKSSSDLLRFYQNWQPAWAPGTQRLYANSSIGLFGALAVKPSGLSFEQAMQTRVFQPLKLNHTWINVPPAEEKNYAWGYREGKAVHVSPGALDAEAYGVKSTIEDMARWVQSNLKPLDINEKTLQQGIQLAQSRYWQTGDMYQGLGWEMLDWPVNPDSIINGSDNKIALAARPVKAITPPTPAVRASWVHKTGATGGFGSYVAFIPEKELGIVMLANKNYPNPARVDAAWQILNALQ
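20 mM phosphate pH 7.0 + 0.01% (detergent screen) or 0.0001% Triton X-100; 5.3 nM AmpC reagent; cpd preinc 15 min RT; nitrocefin (800 uM stock) to start; A480 q20 s × 4 min; Activity was normalised to no-enzyme and no-compound control wells.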
TbPYK inhibitor = T. brucei pyruvate kinase inhibition | 410,000 tested, 0.12% active | Potency, µM (titrated, usually from 76.8 µM), for inactives: at the highest dose activity, negative = inhibition, most hits filed as inhibitors | Q57TT1 | TbPYK enzyme, Kinase-Glo Plus ATP luminescence, 45 min; further: potency means the concentration at half of the fitted maximal effect; nearly all actives have a fitted effect of over 50% in size
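Screened from lowest to highest concentration, compounds were pinned into TbPYK/substrate mixtures, and ADP (130 uM final) was added. Plates sat at room temperature for 45 min prior to Kinase-Glo Plus detection by luminescence.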
LmPK inhibitor = blocks Leishmania mexicana pyruvate kinase activity. Potency, µM (series often up to 57.5 µM), without a hit: top-dose activity change, negative = inhibition, actives largely listed as inhibitors. Q27686. purified LmPK, Kinase-Glo ATP luminescence, 1 h. 290,000 tested, 0.37% active; further: potency means the concentration at half of the fitted maximal effect
Target sequence (Q27686 whole entry, looked up): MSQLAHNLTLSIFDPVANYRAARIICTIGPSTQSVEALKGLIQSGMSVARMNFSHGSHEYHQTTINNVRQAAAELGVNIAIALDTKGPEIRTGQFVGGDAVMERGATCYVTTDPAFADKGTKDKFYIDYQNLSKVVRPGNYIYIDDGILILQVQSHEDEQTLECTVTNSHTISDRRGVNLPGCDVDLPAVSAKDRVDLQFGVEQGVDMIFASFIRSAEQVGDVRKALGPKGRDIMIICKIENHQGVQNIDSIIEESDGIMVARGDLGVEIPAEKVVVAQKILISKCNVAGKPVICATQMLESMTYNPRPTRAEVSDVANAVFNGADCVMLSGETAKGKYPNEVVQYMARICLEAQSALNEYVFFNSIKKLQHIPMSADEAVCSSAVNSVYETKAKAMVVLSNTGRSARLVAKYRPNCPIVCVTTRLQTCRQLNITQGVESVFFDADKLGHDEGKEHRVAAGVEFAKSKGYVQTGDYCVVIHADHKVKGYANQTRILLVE
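Purified LmPK (0.1 nM) converted ADP (0.1 mM) to ATP with PEP (0.5 mM) in imidazole buffer pH 7.2 with KCl and MgCl2, 1 h at room temperature. ATP was read by Kinase-Glo luminescence; data normalized to uninhibited and no-enzyme controls.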
Sm TGR inh = blocks Schistosoma mansoni thioredoxin glutathione reductase | Q962Y6 | purified TGR, DTNB reduction, TNB absorbance 405 nm | Potency, µM (top dose mostly 114 µM), for inactives: at the highest dose activity change, negative = inhibition, actives largely listed as inhibitors | 360,000 tested, 3% active | AID 485364; further: potency means the concentration at half of the fitted maximal effect; nearly all actives have a fitted effect of over 60% in size
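Kinetic colorimetric format: TGR-catalysed, NADPH-driven DTNB reduction monitored via TNB absorbance. Enzyme dispensed at 20 nM; compound exposure 15 min at room temperature before reaction start.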
AMA1 RON2 block = inhibitors of Plasmodium falciparum AMA1-RON2 interaction. AlphaScreen AMA1-biotinylated RON2 peptide binding. Potency, µM (highest dose often 58.2 µM), for inactives: at the highest dose activity change, negative = inhibition, usual class: inhibitors. 360,000 tested, 0.2% active. AID 720542;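 further: potency means the concentration at half of the fitted maximal effect; 0% = vehicle wells and -100% = peptide control; nearly all actives have a fitted effect of over 45% in size; some results filed as inactive show a strong effect at the top dose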
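AMA1 (3D7) with his tag at 25 nM final met compounds first, then biotinylated RON2 peptide at 25 nM; detection used donor plus acceptor beads, 10 µg/mL apiece, read by AlphaScreen after 30 min at room temperature.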
AmpC detergent = inhibitors of E. coli AmpC beta-lactamase with detergent; P00811; AmpC hydrolysis of nitrocefin, absorbance 480 nm, 0.01% Triton; Potency, µM (series often up to 114 µM), without a hit: top-dose activity change, negative = inhibition, most hits filed as inhibitors; 370,000 tested, 0.041% active; AID 485294;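 further: potency means the concentration at half of the fitted maximal effect; 0% = no-compound wells and -100% = no-enzyme wells; nearly all actives have a fitted effect of over 25% in size; some results filed as inactive show a strong effect at the top dose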
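20 mM phosphate pH 7.0 + 0.01% (detergent screen) or 0.0001% Triton X-100; 5.3 nM AmpC reagent; cpd preinc 15 min RT; nitrocefin (800 uM stock) to start; A480 q20 s × 4 min; Activity was normalised to no-enzyme and no-compound control wells.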
HCMV antiviral = blocks human cytomegalovirus replication; HFF cells, HCMV-luciferase reporter, 72 h; stronger effect = lower value; activity change, negative = inhibition, % at 57.5 µM; 410,000 tested, 4.5% active; in the data active means activity change below about -60%; inconclusive means no clear call, values can overlap the other calls; inactive means above about -39%
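Screen run at 2 compound doses on HFFs infected with reporter HCMV, MOI 1 PFU/cell. Luciferase activity from cell lysates at 72 h post infection gave inhibition relative to buffer-only and Salinomycin wells.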
The depositor's hits bear a star; ? = inconclusive; . = no result given; [ ] = remark or other dose. Unless noted, the call rests on the fitted dose curve; in most records, active means well fitted curve in the direction sought with a large enough effect; inconclusive means small, poorly fitted or top-dose-only effect, or another doubt; inactive means no such curve, though single readings can be large; an effect the other way counts as inactive or inconclusive. Unless noted, on the % scale 0 is the no-effect control and ±100 the full control effect. Outcome played no part in choosing rows (roughly 7.4% active in at least one column).

SMILES | AmpC inh no detg | TbPYK inhibitor | LmPK inhibitor | Sm TGR inh | AMA1 RON2 block | AmpC detergent | HCMV antiviral
CCOc1ccc(NC(=O)N(Cc2c[nH]c3ccccc23)C2CCCCCC2)cc1 | . | 6% | . | -4% | . | ? | 104
COc1ccccc1CNS(=O)(=O)N(C)C | -16% | 2% | 1% | . | -5% | 0% | -21
O=C(C[n+]1ccc(Cc2ccccc2)cc1)Nc1ccccc1 | -4% | 2% | 3% | -8% | 4% | 0% | ?
O=C(COc1ccc2c(C(F)(F)F)cc(=O)oc2c1)Nc1ccc(N2CCOCC2)cc1 | 1% | 0% | -5% | -18% | -2% | -2% | -26
COc1ccccc1Oc1coc2cc(O)ccc2c1=O | -20% | -5% | 1% | -24% | 3% | 0% | -9
O=C(NCc1cccnc1)c1ccc(Cl)c(S(=O)(=O)Nc2ccccc2C(=O)NCc2cccnc2)c1 | -32% | -1% | 2% | -1% | 2% | 0% | -29
Cc1ccc(C=C(C#N)C(=O)c2ccccc2)cc1 | . | -9% | . | . | 17% | . | -17
CCn1ncc(Br)c1C(=O)NC1CCCCCCC1 | 12% | 3% | -8% | 0% | 9% | -11% | 42
COc1ccc(C/C(N)=N/n2cnnc2)cc1 | -11% | 0% | -1% | 7% | 5% | -11% | ?
Cc1cccc(OCC(=O)N2CCN(C(=O)c3ccc([N+](=O)[O-])cc3)CC2)c1 | 3% | 0% | 0% | . | 0% | -5% | -61*
COC(=O)c1cn(-c2ccccc2)nc1-c1ccccc1 | -2% | -2% | 2% | 0% | 18% | ? | 14
CC1(C)CC(NC(=O)c2ccc3c(c2)OCO3)CC(C)(C)N1 | -31% | -8% | 0% | -2% | 5% | ? | -8
O=C(c1ccc2ccccc2c1)N1CCN(Cc2ccccc2)CC1 | 88%[activator] | -2% | 3% | -21% | -3% | -7% | ?
CCOc1ccc(-c2[nH]nc3c2C(c2ccc(O)cc2)C(C#N)=C(N)O3)cc1 (stereo unspecified) | -32% | -8% | 9% | 21% | -5% | -4% | 14
Cc1ccccc1C(=O)NC1CCN(Cc2nnnn2CCc2ccccc2)CC1 | 0% | -1% | -6% | -3% | 20% | -11% | -10
CS(=O)(=O)c1[nH]nc(-c2cccc(Cl)c2)c1C#N | -29% | 0% | -22% | 30% | -6% | 2% | -11
COC(CNC(=O)CCc1c(C)nc2c(-c3ccccc3)c(C)nn2c1C)OC | 81%[activator] | 0% | ? | 2% | 2% | 3% | -34
Cc1cc(NC(=O)c2ccc([N+](=O)[O-])o2)ccc1NC(=O)c1ccco1 | -34% | -5% | 0% | ? | 3% | 2% | -85*
O=C(c1ccccc1)c1ccc(-c2ccc(O)cc2)cc1 | -49% | 1% | 0% | -7% | 26% | 1% | 21
CN(Cc1ccc(Br)s1)C(=O)CNC(=O)c1ccc2c(c1)OCO2 | -11% | -1% | . | -3% | 2%[11.6 µM] | 2% | ?
O=C1OCCN1C(=O)[C@H]1[C@H](c2ccccc2)C(c2ccc(F)cc2)=NN1c1ccc(Br)cc1 | -24% | 6% | . | . | 26% | . | -16
NS(=O)(=O)c1ccc(NC(=O)COc2ccc(S(=O)(=O)N3CCCC3)cc2)cc1 | -13% | 0% | 0% | -11% | -4% | 6% | -13
CCOC(=O)c1ccc(CN(Cc2ccc(C)cc2)S(=O)(=O)c2cccc([N+](=O)[O-])c2)cc1 | -21% | -7% | 1% | -8% | 7%[2.32 µM] | -11% | -24
COCCn1c(SCC(=O)N2CCCc3ccccc32)nnc1-c1ccoc1C | -1% | -9% | 2% | 40µM* | -2% | ? | 17
CCOc1cccc2cc(C(=O)N3CCc4ccccc4C3)c(=O)oc12 | -15% | -11% | 2% | -7% | -12% | ? | -2
Cc1ccc(S(=O)(=O)Cc2nc(-c3ccc(C(=O)NCc4ccccc4C)cc3)oc2C)cc1 | . | -5% | . | ? | . | -9% | 17
CCn1c(COc2cccc3ccccc23)nnc1SCC(=O)OC1CCCCC1 | 63%[activator] | -4% | 8% | ? | -6% | 8% | 29
C=CCN1CCN(C(c2cccc(OC)c2OC)c2nnnn2CCC(C)C)CC1 (stereo unspecified) | 187%[activator] | -1% | 4% | -3% | 6% | 2% | -37
COCCN(C(=O)COC(=O)/C=C/c1ccc(C(F)(F)F)cc1)c1c(N)n(Cc2ccccc2)c(=O)[nH]c1=O | 9% | -1% | . | 7% | -3% | -9% | -11
CN(CC(=O)Nc1ccncc1)S(=O)(=O)c1ccccc1 | -26% | -7% | -9% | -2% | 9% | 3% | -8

2 entries from above in another layout:
> Cc1ccc(S(=O)(=O)Cc2nc(-c3ccc(C(=O)NCc4ccccc4C)cc3)oc2C)cc1
  AmpC inh no detg = .; TbPYK inhibitor = -5%; LmPK inhibitor = .; Sm TGR inh = ?; AMA1 RON2 block = .; AmpC detergent = -9%; HCMV antiviral = 17

> CCn1c(COc2cccc3ccccc23)nnc1SCC(=O)OC1CCCCC1
  AmpC inh no detg = 63%[activator]; TbPYK inhibitor = -4%; LmPK inhibitor = 8%; Sm TGR inh = ?; AMA1 RON2 block = -6%; AmpC detergent = 8%; HCMV antiviral = 29

Continued.
SMILES | AmpC inh no detg | TbPYK inhibitor | LmPK inhibitor | Sm TGR inh | AMA1 RON2 block | AmpC detergent | HCMV antiviral
C[C@H]1CN([C@@H](C)CO)C(=O)CCCn2nncc2CO[C@@H]1CN(C)Cc1cccc(O)c1 | . | 7% | . | . | 7% | . | -4
CCCc1cc(=O)[nH]c(SCC(=O)c2cc(C)n(-c3c(C)n(C)n(-c4ccccc4)c3=O)c2C)n1 | -7% | 5% | 0% | -15% | -6% | -8% | 21
COCCNC(=S)N(CCc1c(C)[nH]c2ccccc12)Cc1ccco1 | 26% | 1% | 1% | -15% | -14% | -9% | -20
CCOC(=O)Cc1csc(NC(=O)COc2c(C)cccc2C)n1 | -3% | -18% | 1% | -1% | -6% | -3% | -34
O=c1c(Cc2c(F)cccc2Cl)c(O)ccn1Cc1ccc2c(c1)OCO2 | -2%[2.29 µM] | -17% | 1% | -5% | -9% | -6% | -25
Cc1ccc(CNC(=O)c2nc(SCc3ccccc3C)ncc2Cl)cc1 | . | -3% | . | 10% | . | 19% | 0
CCOC(=O)CSc1nnc2n(-c3ccccc3)c(=O)c3c4c(sc3n12)COC(C(C)C)C4 (stereo unspecified) | . | -8% | . | 7% | . | 10% | 5
COc1ccc(C2=NN(C(C#N)c3ccc(OC)c(OC)c3)C(c3ccccc3)C2)cc1 (stereo unspecified) | -34% | -4% | -4% | -10% | 87%[activator] | 0% | 45
O=S(=O)(c1cccc2nsnc12)N1CCOCC1 | -9% | 0% | -2% | -2% | 2% | -11% | -5
O=C(NC(=S)NCCC1=CCCCC1)c1ccc(Br)o1 | -43% | -4% | 1% | -11% | 9% | -1% | 71
COc1cc(OC)cc(C(=O)N[C@H](C(=O)NCc2ccco2)C(C)C)c1 | -3% | -2% | -1% | 2% | -1% | -4% | 8
CCOc1ccc(OCC(=O)N(C)c2c(N)n(Cc3ccccc3)c(=O)[nH]c2=O)cc1 | 2% | -8% | . | 0% | -22% | 0% | 9
CCn1cc(/C=C(\NC(=O)c2ccc(OC)c(OC)c2)C(=O)N2CCN(C)CC2)c2ccccc21 | 154%[activator] | 6% | -1% | 3% | -10% | -1% | 2
O=C(Nc1nccs1)c1ccc(N2CCOCC2)c([N+](=O)[O-])c1 | -11% | -10% | -3% | -2% | 28% | 4% | 17
COc1cccc(C(=O)Nc2ccccc2-c2nnc(-c3cc(OC)ccc3Br)o2)c1 | . | 4% | . | 14% | . | 0% | -10
CCCC(=O)N1c2nc(-c3ccco3)nn2C2(CCCCC2)[C@@H]2CCCC[C@@H]21 | . | -10% | . | 35µM* | . | 15% | ?
CC(O)CC(=O)NOCc1ccccc1 (stereo unspecified) | -17% | -3% | . | . | -10% | . | -19
Cn1nc(C(C)(C)C)cc1C(=O)N1CCCCC1c1cc(C(=O)Nc2ccccc2Cl)no1 (stereo unspecified) | . | 1% | . | . | 25% | . | ?
O=C(CCc1nc2ccccc2c(=O)[nH]1)N1CCN(S(=O)(=O)c2ccccc2Br)CC1 | -9% | -10% | . | -1% | 15% | -10% | -14
Cc1ccc(-n2c(=O)[nH]c3cc(C(=O)NCc4ccccc4)ccc3c2=O)cc1 | . | -1% | . | -7% | . | ? | -3
CCc1nc2oc3cc(OC)ccc3c(=O)c2c(=O)n1Cc1ccco1 | -16% | 3% | -3% | 28µM* | ? | -1% | -35
CC(C)(C)n1nnnc1C(c1cc2ccccc2o1)N1CCC2(CC1)C(=O)NCN2c1ccccc1 (stereo unspecified) | . | -2% | . | . | 0% | . | -37
C[C@@H]1ON(C)[C@H]2C[C@H]3c4[nH]c5ccc(-c6ccc7c(c6)OCO7)cc5c4CCN3C(=O)[C@@H]12 | . | 3% | . | . | -18% | . | -1
C[C@@H]1CCCCO[C@H](CN(C)S(=O)(=O)c2cn(C)cn2)[C@@H](C)CN([C@H](C)CO)C(=O)c2cc(NC(=O)c3ccncc3)ccc2O1 | . | -15% | . | . | 2% | . | -14
CC1CCN(C(=O)COC(=O)CNC(=O)C23CC4CC(CC(C4)C2)C3)CC1 | 7% | -3% | . | 0% | 3% | -10% | -22
NC(=O)c1c(N)[nH]c(C(=O)c2ccccc2)c1-c1ccncc1 | . | -1% | . | . | 10% | . | 11
CCc1cccc(NC(=O)Cn2c(=O)n(CCc3ccc(OC)c(OC)c3)c(=O)c3ccccc32)c1 | . | 5% | . | 1% | . | -1% | -4
O=c1cc(CO)oc(C(Nc2ccccn2)c2cccc(F)c2)c1O (stereo unspecified) | 40µM* | -5% | -4% | 2.8µM* | 1% | ? | 62
O=C(NC1(c2ccccc2)CC1)C1CCC(=O)N(Cc2ccc(Cl)cc2)C1 (stereo unspecified) | 66%[activator] | -2% | 3% | 5% | -2% | 2% | 0
COCC(C)NC(=O)NC1(C(F)(F)F)Oc2ccc(Cl)cc2O1 (stereo unspecified) | -10% | 2% | 4% | -36% | 12% | -5% | 43
Cc1ccccc1C(=O)N/N=C/c1ccc([N+](=O)[O-])s1 | -26% | -3% | 3% | -35% | 4% | ? | -96*
